Screening results (PubChem BioAssay)
ASM inhibitor: Inhibitors of Secretory Acid Sphingomyelinase (S-ASM): qHTS; Sphingomyelin phosphodiesterase (Homo sapiens), P17405; placental ASM, HMU-PC fluorogenic substrate, 60 min; Potency, µM (highest dose often 57.5 µM), inactives show at the top dose activity change, negative = inhibition, most hits filed as inhibitors; 340,000 compounds, 0.006% hits; AID 504937, 2011; note: potency is the fitted concentration of half-maximal effect
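Steps: dispense placental human ASM, pin compound, wait 10 min at room temperature, add HMU-PC0 substrate at 9 uM final, incubate 60 min at 37 °C, add stop solution raising pH to 10, read fluorescence.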
MBNL1-CUG inh: qHTS Assay for Inhibitors of MBNL1-poly(CUG) RNA binding. Muscleblind-like protein 1 (Homo sapiens), Q9NR56. TR-FRET MBNL1-His/biotin-(CUG)12 binding, 665/545 ratio. Potency, µM (highest dose often 57.5 µM), without a hit: at the highest dose activity change, negative = inhibition, actives largely listed as inhibitors. 280,000 compounds, 0.036% hits. AID 2675, 2010; active = well fitted inhibition curve with a large enough effect in the signal ratio, with a control signal flat, not every such curve was filed as active; inconclusive = small, poorly fitted or top-dose-only effect, or effect the other way, or a change in a side signal; inactive = no such curve, though single readings can be large or run the other way; the % refers to the signal ratio; note: potency is the fitted concentration of half-maximal effect; % is set by controls: 0 for no effect and ±100 for the full control effect
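TR-FRET between His-tagged MBNL1 and biotin-(CUG)12 RNA, detected with Tb anti-His antibody (0.055 ng/ul) and streptavidin-XL665 (5 nM), 60 min at room temperature. Compounds titrated 92 nM to 58 uM; 665/545 nm ratio normalized to buffer and complex controls.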
AT treatment: qHTS Assay for Identifying a Potential Treatment of Ataxia-Telangiectasia; […] A-T fibroblasts, KAP-1 phosphorylation AlphaLISA; neocarzinostatin DNA damage 30 min before lysis; Potency, µM (doses to about 57.5 µM), for the others: at the top dose activation, usual class: activators; 320,000 compounds, 0.19% hits; AID 485349, 2010; note: potency is the fitted concentration of half-maximal effect; % of control where 0% means no effect; nearly all actives have a fitted effect of over 45% in size
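ATM-like activity read as KAP-1 phosphorylation via AlphaLISA donor/acceptor antibody pairs after lysis and 6 hr at 25C. Cells were ATM-null patient fibroblasts ([…], hTERT), dosed 60 min, then exposed to the DSB inducer NCS for 30 min.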
hERG WT inh: qHTS for Inhibitors of KCHN2 3.1: Wildtype qHTS; 340,000 compounds, 0.37% hits; AID 720551, 2013; U2OS, BacMam KCNH2, thallium flux FluxOr; stronger effect = lower value; activity change, % at 1.84 µM;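 active = maximum activity change below -70%; inconclusive = maximum activity change between -70% and -50%; inactive = maximum activity change above -50%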; note: % is set by controls: 0 for no effect and ±100 for the full control effect
Target sequence (Q12809 whole entry, looked up): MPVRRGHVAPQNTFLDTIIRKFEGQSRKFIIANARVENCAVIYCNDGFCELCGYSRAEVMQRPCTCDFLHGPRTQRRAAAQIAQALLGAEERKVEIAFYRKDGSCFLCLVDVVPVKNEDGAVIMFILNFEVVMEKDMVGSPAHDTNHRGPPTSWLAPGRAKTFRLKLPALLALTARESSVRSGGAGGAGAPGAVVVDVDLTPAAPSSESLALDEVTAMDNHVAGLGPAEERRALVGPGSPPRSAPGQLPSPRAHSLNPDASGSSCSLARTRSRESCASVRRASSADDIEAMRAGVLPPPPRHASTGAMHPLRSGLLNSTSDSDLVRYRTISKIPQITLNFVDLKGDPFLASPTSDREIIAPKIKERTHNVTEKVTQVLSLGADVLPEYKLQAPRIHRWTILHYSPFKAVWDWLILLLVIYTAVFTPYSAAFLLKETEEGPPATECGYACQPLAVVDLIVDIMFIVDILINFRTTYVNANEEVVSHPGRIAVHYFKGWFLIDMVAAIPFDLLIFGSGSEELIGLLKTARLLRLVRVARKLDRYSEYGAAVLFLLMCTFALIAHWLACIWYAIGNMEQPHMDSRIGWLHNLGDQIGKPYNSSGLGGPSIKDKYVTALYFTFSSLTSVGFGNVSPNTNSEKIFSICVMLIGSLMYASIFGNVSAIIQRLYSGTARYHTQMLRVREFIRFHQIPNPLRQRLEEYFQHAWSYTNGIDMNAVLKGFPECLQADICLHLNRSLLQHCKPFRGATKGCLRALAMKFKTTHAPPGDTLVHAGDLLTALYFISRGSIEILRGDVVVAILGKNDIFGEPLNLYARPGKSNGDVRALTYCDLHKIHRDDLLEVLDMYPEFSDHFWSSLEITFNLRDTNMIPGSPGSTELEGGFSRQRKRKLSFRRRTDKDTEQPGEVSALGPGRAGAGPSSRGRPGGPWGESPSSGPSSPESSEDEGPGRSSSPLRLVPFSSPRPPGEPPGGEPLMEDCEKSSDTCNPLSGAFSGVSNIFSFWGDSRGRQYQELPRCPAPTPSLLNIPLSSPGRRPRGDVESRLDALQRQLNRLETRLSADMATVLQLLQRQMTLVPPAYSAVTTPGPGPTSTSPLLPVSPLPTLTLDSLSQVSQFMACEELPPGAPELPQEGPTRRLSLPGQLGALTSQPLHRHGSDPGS
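U2OS cells transduced with wild-type KCNH2 virus are loaded with FluxOr dye for 45 min, and thallium flux is measured in kinetic reads before and after stimulation buffer. Rate constants are normalized to DMSO controls.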
TRPV1 ag: HTS Assay for Compounds that Act as Agonists of the Vanilloid Receptor 1; TRPV1-expressing cells, Fluo-8 calcium influx, agonist mode; activation, % at 8.33 µM; 320,000 compounds, 0.19% hits; AID 540275, 2011; in the data active = activation above about 80%; inconclusive = between about 30% and that limit; note: 0% is about no effect
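Cells expressing TRPV1 were dye-loaded with Fluo-8 and read kinetically: 10 s baseline, 3 min after compound (agonist portion), then 2 min after EC20 capsaicin (allosteric enhancer portion). Calcium-bound dye fluorescence at 480/520 nm.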
MLL CXXC-DNA inh: qHTS Fluorescence Polarization Assay for Inhibitors of MLL CXXC domain - DNA interaction | Histone-lysine N-methyltransferase 2A (Homo sapiens), Q03164 | MLL-CXXC / FITC-HOXA9 DNA fluorescence polarization | Potency, µM (series often up to 115 µM), without a hit: at the top dose activity change, negative = inhibition, hits mostly inhibitors | 290,000 compounds, 0.037% hits | AID 2662, 2010; active = well fitted inhibition curve with a large enough effect in the polarisation, with a control signal flat, not every such curve was filed as active; inconclusive = small, poorly fitted or top-dose-only effect, or effect the other way, or a change in a side signal; inactive = no such curve, though single readings can be large or run the other way; the % refers to the polarisation; note: potency is the fitted concentration of half-maximal effect
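Fluorescence polarization: 7 uM MLL-CXXC (stock) preincubated 5 min with compounds, then 50 nM fluorescein-HOX-A9 DNA (stock) added; 30 min ambient. Buffer 50 mM Tris-HCl pH 7.5, 50 mM NaCl, 1 mM DTT, 0.05% BSA.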
KCNH2 3.1 block: qHTS for Inhibitors of KCHN2 3.1: Mutant qHTS. Potassium voltage-gated channel subfamily H member 2, brain isoform KCNH2 3.1 (human). U2OS KCNH2 3.1, thallium flux FluxOr; stronger effect = lower value. activity change, % (tested at about 1.8 µM). 340,000 compounds, 0.95% hits;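 active = maximum activity change below -70%; inconclusive = maximum activity change from -70% to -50%; inactive = maximum activity change above -50%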;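 note: thallium influx rate constant from kinetic fluorescence after stimulation buffer; % is set by controls: 0 for no effect and ±100 for the full control effect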
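FluxOr-based Tl+ influx in U2OS cells transduced with KCNH2 3.1 virus; rate constants normalized to DMSO controls.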
FBPA coupling cs: qHTS Assay for Inhibitors of Fructose-1,6-bisphosphate Aldolase from Giardia Lamblia: Coupling assay counterscreen; AID 2472, 2010; activity change, negative = inhibition, % at 58.2 µM, hits read low; coupling enzyme system counterscreen, AmpLite Red fluorescence; 290,000 compounds, 0.67% hits; in the data active = activity change below about -30%; note: % is set by controls: 0 for no effect and ±100 for the full control effect
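Final compound at 57.5 uM, incubated 10 min at RT with coupling enzyme reagent (glyceraldehyde-3-phosphate), then 20 min with substrate and AmpLite Red detection. Fluorescence read at 525/598 nm; tests interference with the coupling assay, not aldolase inhibition.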
GALK inh: qHTS Assay for Inhibitors of Human Galactokinase (GALK); Purified GALK, Kinase-Glo residual ATP luminescence; 270,000 compounds, 0.007% hits; Potency, µM (top dose mostly 57.5 µM), for the others: at the top dose activity change, negative = inhibition, hits mostly inhibitors; note: potency is the fitted concentration of half-maximal effect; % is set by controls: 0 for no effect and ±100 for the full control effect
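GALK at 5 nM final was combined with compound, 35 uM ATP and 100 uM galactose in HEPES pH8.0 with MgCl2 and DTT. The reaction ran one hour at room temperature before luminescent ATP detection.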
a7 integrin act: qHTS for Activators of Integrin-Mediated Alleviation for Muscular Dystrophy; alpha7betagal myoblasts, beta-gal FDG fluorescence, 48 h; Potency, µM (highest dose often 38.3 µM), inactives show at the highest dose activation, most hits filed as activators; 350,000 compounds, 0.064% hits;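 note: potency is the fitted concentration of half-maximal effect; 100% = response of the positive control SU9516; nearly all actives have a fitted effect of over 60% in size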
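alpha7betagal+/- myoblasts (passage 13, 250/well) treated 48 h at 37C with compounds at 1:260 dilution of DMSO stock. Lysed, then beta-galactosidase activity read as FDG fluorescence (ex 480/em 540) after 30 min, with pre-read for autofluorescence.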
* marks the source's active call; other numbers are inactive results; ? = inconclusive; . = no result given; [ ] = dose if it differs, or a comment. Unless noted, calls come from the whole dose curve; as a rule, active = well fitted curve in the direction sought with a large enough effect; inconclusive = small, poorly fitted or top-dose-only effect, or another doubt; inactive = no such curve, though single readings can be large; an effect the other way counts as inactive or inconclusive.

SMILES	ASM inhibitor	MBNL1-CUG inh	AT treatment	hERG WT inh	TRPV1 ag	MLL CXXC-DNA inh	KCNH2 3.1 block	FBPA coupling cs	GALK inh	a7 integrin act
COc1ccc(/C=N/NC(=O)c2ccc(O)cc2)cc1CN1CCCc2ccccc21	-20%	?	-2%	-6	?	18%	-5	-4	0%	-21%
CCn1cc(S(=O)(=O)NCCc2ccc(F)cc2)cn1	3%	3%	9%	-5	1	-6%	9	.	4%	?
O=C(NN=Cc1c(F)c(F)c(F)c(F)c1F)c1ccc(NS(=O)(=O)c2cccs2)cc1	-8%	.	1%	-1	.	.	.	.	.	-29%
Cc1nc2sccn2c1-c1nc(-c2cc3ccccc3o2)cs1	-13%	2%	?	4	4	0%	-5	-1	1%	12%
Cc1ccc(S(=O)(=O)C(C#N)c2nc3ccccc3nc2N2CCCC2)cc1C (stereo not drawn)	61%[activator]	29%	-4%	2	4	3%	10	-9	4%	10%
O=C(NCCNCC(O)COc1ccc(O)cc1)N1CCOCC1 (stereo not drawn)	-2%	.	.	-22	.	13%	5	.	.	.
COc1ccc([C@H]2CC(=O)C=C(c3ccc4ncccc4c3)C2)cc1OC	0%	.	2%	-17	.	.	5	.	.	-21%
CC1CCCN(CCCNC(=O)c2ccc3c(c2)N(Cc2ccc(F)cc2)C(=O)c2ccccc2S3=O)C1 (stereo not drawn)	1%	-8%	-7%	2	7	18%	12	.	6%	-77%[inhibitor]
CCc1ccc(S(=O)(=O)NCc2cccs2)cc1	5%	0%	8%	-4	4	-3%	2	.	-4%	20%
COC(=O)c1cc(C)nc2c1C(=O)C(=O)C=C2N1CCOCC1	8%	?	-9%	-1	0	?	-7	-79*	7.1µM*	-66%[inhibitor]
COCCSc1ccccc1C(=O)N1CCC(Cc2ccccc2)CC1	0%	-10%	-2%	10	?	-4%	29	1	0%	0%
Cc1cccn2c(=O)c3cc(C(=O)NCc4cccnc4)c(=N)n(C(C)C)c3nc12	.	?	3%	14	?	-1%	7	1	-1%	5%
O=C(NCC1CCCO1)c1cc(S(=O)(=O)N2CCCCC2)ccc1Cl (stereo not drawn)	-4%	.	-3%	-8	0	.	1	.	.	?
Cn1nnnc1SCC(=O)N1CCN(c2ccc(Cl)cc2)CC1	1%	0%	-4%	-8	0	0%	-17	0	-2%	-18%
CC1CCC(NC(=O)c2nc(Cn3ccc([N+](=O)[O-])n3)no2)CC1 (stereo not drawn)	0%	12%	1%	-31	17	5%	2	2	4%	-21%

Entries above that bear a hit mark in GALK inh:
canonical_smiles	ASM inhibitor	TRPV1 ag	MLL CXXC-DNA inh	GALK inh	a7 integrin act
COC(=O)c1cc(C)nc2c1C(=O)C(=O)C=C2N1CCOCC1	8%	0	?	7.1µM*	-66%[inhibitor]

The list continues.
SMILES	ASM inhibitor	MBNL1-CUG inh	AT treatment	hERG WT inh	TRPV1 ag	MLL CXXC-DNA inh	KCNH2 3.1 block	FBPA coupling cs	GALK inh	a7 integrin act
CCN(CC)C(=O)C1CCCN(Cc2ccc(OC)c(C)c2)C1 (stereo not drawn)	0%	-9%	-10%	13	3	-11%	13	2	2%	8%
N#Cc1ccc(NC(=S)NC(=O)CCc2ccc(S(=O)(=O)N3CCOCC3)cc2)cc1	-10%	9%	-1%	23	2	?	-12	-2	0%	3%
CC(C)(C)N=C(NS(=O)(=O)c1cccs1)c1ccccc1	-1%	-6%	-7%	0	3	0%	-2	0	-3%	0%
CC(C)(c1ccccc1)c1ccc(OCCn2cnc3ccccc3c2=O)cc1	-14%	3%	6%	-4	9	-25%	13	-4	0%	0%
COc1ccccc1C(=O)Nc1ccnn1C1CCN(Cc2ccccc2OCCO)CC1	-3%	-2%	-2%	-39	1	7%	-82*	2	2%	?
CCc1nnc(NS(=O)(=O)c2ccc(NC(=O)c3cc4ccccc4oc3=O)cc2)s1	.	-5%	0%	.	2	4%	.	1	0%	.
CC(=O)c1ccc(S(=O)(=O)N(CC(=O)NC2CC2)Cc2ccc(F)cc2)cc1	1%	.	2%	0	4	.	13	.	.	11%
CC(NCCS(=O)(=O)c1ccc(Cl)cc1)c1cccc(Cl)c1 (stereo not drawn)	3%	1%	14%	20	2	0%	1	0	0%	-84%[inhibitor]
CCOc1ccc(-c2csc(NC(=O)CSCC(=O)O)n2)c2ccccc12	6%	11%	-5%	11	-7	12%	5	0	-1%	-73%[inhibitor]
COC(=O)c1ccc(C(=O)Nc2ccc3nc(-c4ccncc4)[nH]c3c2)cc1	0%	-2%	?	-15	3	7%	-20	-5	-3%	5%
CCC1(CC)NC(=O)N(CC(=O)OCC(=O)Nc2ccc(OC(F)(F)F)cc2)C1=O	-8%	.	1%	-2	-2	.	-2	.	.	-14%
Cc1nnc(Nc2ccc(C(=O)O)cc2)[nH]c1=O	-1%	-12%	1%	0	-1	-9%	10	5	11%	31%
O=C(NCCCN1CCOCC1)c1ccc(CS(=O)(=O)c2ccc(Br)cc2)o1	-3%	4%	7%	7	-1	-1%	-16	0	2%	11%
O=C(Cc1ccccc1)NCC(=O)OCC(=O)c1ccc(F)cc1	4%	-8%	8%	1	-2	-8%	-12	.	-4%	7%
CCc1c(N)nc(N)nc1Nc1ccc(C)c(C)c1	-2%	.	.	3	.	.	-4	.	.	-6%

5 entries drawn at random from those above:
SMILES	ASM inhibitor	MBNL1-CUG inh	AT treatment	hERG WT inh	TRPV1 ag	MLL CXXC-DNA inh	KCNH2 3.1 block	FBPA coupling cs	GALK inh	a7 integrin act
N#Cc1ccc(NC(=S)NC(=O)CCc2ccc(S(=O)(=O)N3CCOCC3)cc2)cc1	-10%	9%	-1%	23	2	?	-12	-2	0%	3%
CCN(CC)C(=O)C1CCCN(Cc2ccc(OC)c(C)c2)C1 (stereo not drawn)	0%	-9%	-10%	13	3	-11%	13	2	2%	8%
CC(C)(C)N=C(NS(=O)(=O)c1cccs1)c1ccccc1	-1%	-6%	-7%	0	3	0%	-2	0	-3%	0%
CCC1(CC)NC(=O)N(CC(=O)OCC(=O)Nc2ccc(OC(F)(F)F)cc2)C1=O	-8%	.	1%	-2	-2	.	-2	.	.	-14%
COc1ccccc1C(=O)Nc1ccnn1C1CCN(Cc2ccccc2OCCO)CC1	-3%	-2%	-2%	-39	1	7%	-82*	2	2%	?

Following part:
SMILES	ASM inhibitor	MBNL1-CUG inh	AT treatment	hERG WT inh	TRPV1 ag	MLL CXXC-DNA inh	KCNH2 3.1 block	FBPA coupling cs	GALK inh	a7 integrin act
Cc1nc(Cl)cc(N/N=C/c2ccccc2)n1	-1%	8%	2%	-11	4	3%	-8	1	1%	-9%
O=C(NC(Cc1ccccc1)c1nc2ccccc2[nH]1)c1cccc([N+](=O)[O-])c1 (stereo not drawn)	2%	?	27%	-2	21	0%	-22	-20	-1%	14%
CCN(Cc1ccccc1)C(=O)c1cccc(OC2CCN(C(=O)C3CC3)CC2)c1	0%	1%	2%	0	6	-7%	-5	.	2%	15%
CN1CCC(NC(=S)NC2CC2)CC1	4%	5%	-3%	-1	5	7%	10	-3	1%	13%
Cc1cccc(NC(=O)c2cccc(C(=O)Nc3cccc(C)n3)c2)n1	1%	5%	4%	17	1	2%	-32	0	.	-19%
COc1ccc(OCC(=O)c2c[nH]c3ccccc23)cc1	-2%	12%	3%	8	17	9%	9	1	1%	-19%
O=C(COc1ccc2c3c(c(=O)oc2c1)CCCC3)NCCCN1CCOCC1	-3%	-1%	-4%	-4	0	7%	11	1	-5%	29%
Cc1[nH]c2ccccc2c1C(=O)CN1CC(C)OC(C)C1 (stereo not drawn)	3%	.	-5%	-1	1	7%	15	1	7%	22%
O=C(c1ccc(F)cc1)c1ccc(-c2ccc(F)cc2)nc1	8%	2%	23%	4	?	18%	-2	-2	0%	?
CN1CCN(C(=O)CCc2ncc(C(F)(F)F)cc2Cl)CC1	5%	-10%	-2%	-6	2	3%	-21	1	14%	2%
